Screening data as filed in PubChem BioAssay.
CF NFkB inh: inhibitors of PAF-induced NF-kB signaling, primary screen, cell-based, GFP fluorescence, uHTS. KKLEB NF-kB-GFP reporter, GFP fluorescence overnight. inhibition, % at 5 µM. hit rate 0.86% among 360,000. AID 588850, 2011;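 active = at least 50% inhibition at 5 µM, scaled per plate between neutral and stimulator controls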;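 also: PAF is a Pseudomonas aeruginosa culture filtrate used as stimulus; plate controls were PAF-stimulated DMSO wells for no effect and unstimulated DMSO wells for full effect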
LRH-1 inv ag: LRH-1 (NR5A2) inverse agonists, primary screen, cell-based, luminescence, HEK293T, StAR-luciferase reporter; hit rate 0.13% among 360,000; inhibition, % at 3.6 µM; AID 602396, 2012; Nuclear receptor subfamily 5 group A member 2 (Homo sapiens), O00482; LRH-1 transfected, 24 h;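 active = inhibition above the mean inhibition of all tested compounds plus 3 SD, cut at about 73% in these data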;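 also: 0% = DMSO wells and 100% = reporter-only cells lacking LRH-1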
Target sequence (O00482 whole entry, looked up): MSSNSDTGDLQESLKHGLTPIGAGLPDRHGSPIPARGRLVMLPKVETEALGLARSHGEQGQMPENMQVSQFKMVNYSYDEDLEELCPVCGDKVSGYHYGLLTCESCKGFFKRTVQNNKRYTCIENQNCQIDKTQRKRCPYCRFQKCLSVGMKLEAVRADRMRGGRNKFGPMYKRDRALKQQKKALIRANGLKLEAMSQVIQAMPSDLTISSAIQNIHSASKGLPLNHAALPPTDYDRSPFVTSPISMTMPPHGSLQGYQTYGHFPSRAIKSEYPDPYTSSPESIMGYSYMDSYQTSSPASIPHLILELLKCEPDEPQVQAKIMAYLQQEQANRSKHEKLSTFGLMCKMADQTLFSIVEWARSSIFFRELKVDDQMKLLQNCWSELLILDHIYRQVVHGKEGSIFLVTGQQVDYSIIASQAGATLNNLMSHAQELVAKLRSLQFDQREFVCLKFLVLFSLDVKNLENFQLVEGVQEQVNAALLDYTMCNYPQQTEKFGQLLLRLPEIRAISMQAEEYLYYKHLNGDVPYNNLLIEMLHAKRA
KKLEB cytotox: cytotoxicity in KKLEB CF airway cells, primary screen, cytotoxicity control for CF NF-kB inhibitor project, cell-based, uHTS, fluorescence assay plates; KKLEB CF airway cells viability, ATPlite luminescence, overnight; stronger effect = lower value; cells stimulated with P. aeruginosa culture filtrate; hit rate 0.36% among 360,000; AID 602141, 2011; activity change (cytotoxicity), % at 5 µM;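 active = corrected activity change at or below -50% at 5 µM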
NCOA3 inh: SRC3 coactivator transcriptional activity inhibitors, primary screen, cell-based, luminescence. Nuclear receptor coactivator 3 (Homo sapiens), Q9Y6Q9. inhibition, % at 3.6 µM. AID 588352, 2011. hit rate 0.17% among 360,000. HEK293 GAL4-SRC3 luciferase reporter;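 active = inhibition above a per-campaign cutoff, the mean of all compounds plus 3 SD, cut at about 60% in these data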;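 also: 0% = DMSO-treated cells and 100% = gossypol-treated cells at 36 µM; higher means less SRC3-driven luciferase light from the GAL4 reporter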
Shn3 3UTR inh: reduction of Shn3 3'UTR firefly luciferase signal, primary screen, Schnurri-3 inhibitor project, cell-based, Clone20 osteoblasts, set 2; Clone20 osteoblast Shn3 3'UTR firefly luciferase, 24 h; inhibition, % at 12.5 µM; hit rate 0.52% among 360,000; AID 588674, 2011;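 active = mean inhibition of at least 75% with every replicate also reaching 75%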;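 also: 0% = median of neutral control wells and 100% = pilot-screen positive control compound; some compounds past the cut are filed as inactive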
NR2F2 inh: NR2F2 transcriptional activity inhibitors, primary screen, cell-based, luciferase reporter, HEK293T, luminescence; COUP transcription factor 2 (Homo sapiens), P24468; HEK293T NGFI-A luciferase reporter; inhibition, % at 8.6 µM; hit rate 0.7% among 370,000;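 active = inhibition above a per-plate cutoff, mean inhibition of test wells between control levels plus 3 SD, cut at about 38% in these data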;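 also: cells cotransfected with COUP-TFII expression vector driving the NGFI-A reporter; 0% = median of COUP-TF2 test wells and 100% = reporter-only cells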
Target sequence (P24468 whole entry, looked up): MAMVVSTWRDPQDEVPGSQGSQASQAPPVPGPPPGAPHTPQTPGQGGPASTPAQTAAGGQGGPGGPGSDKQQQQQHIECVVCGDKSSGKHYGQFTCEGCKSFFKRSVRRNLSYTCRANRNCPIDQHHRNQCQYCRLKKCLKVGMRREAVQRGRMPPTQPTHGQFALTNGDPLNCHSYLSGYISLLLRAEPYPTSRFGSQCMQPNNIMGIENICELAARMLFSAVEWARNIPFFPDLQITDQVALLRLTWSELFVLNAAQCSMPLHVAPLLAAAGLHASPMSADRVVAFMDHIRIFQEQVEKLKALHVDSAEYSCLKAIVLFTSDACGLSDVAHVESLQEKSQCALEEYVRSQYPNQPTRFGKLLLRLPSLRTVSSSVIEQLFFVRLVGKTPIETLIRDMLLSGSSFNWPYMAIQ
TRAIL sens C8: viability loss with TRAIL in NB7+C8 cells, primary screen, TRAIL sensitizer project, cell-based, ATPlite luminescence; AID 624354, 2012; inhibition (viability loss, TRAIL sensitization), % at 10 µM; hit rate 1% among 360,000;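 active = compounds causing at least 50% loss of cell viability in the single-dose screen, relative to plate controls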
TWEAK-Fn14 inh: inhibitors of TWEAK-Fn14 signaling, primary screen, luciferase reporter cells, uHTS | AID 1159606, 2016 | inhibition, % at 10 µM | TWEAK-stimulated Fn14 reporter cells, luciferase luminescence, 8 h | hit rate 2% among 360,000; in the data active = inhibition above about 50%
TROY NFkB inh: inhibitors of TROY-driven NF-kB signaling, primary screen, Q293 LMP1-TROYcd cells, NF-kB luciferase, uHTS. Q293 LMP1-TROYcd NF-kB luciferase reporter, 4 h. hit rate 0.98% among 360,000. inhibition, % at 10 µM;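 active = compounds whose plate-normalised and pattern-corrected inhibition of the luciferase reporter signal at the single screening dose is 50% or more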
EBV LMP1 NFkB: EBV LMP1-driven NF-kappaB luciferase reporter inhibitors, primary screen, cell-based, luminescence, single point. LMP1-induced NF-kappaB luciferase reporter cells. inhibition, % at 12.5 µM. hit rate 0.69% among 350,000. AID 504558, 2011; in the data active = inhibition above about 41%;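 also: 0% = neutral control wells and 100% = reference inhibitor control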
NCOA1 inh: SRC1 coactivator transcriptional activity inhibitors, primary screen, cell-based, luminescence; HEK293 GAL4-SRC1 luciferase reporter; hit rate 0.12% among 360,000; inhibition, % at 3.6 µM;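 active = inhibition above the campaign mean plus 3 SD, with each screening campaign given its own cutoff, cut at about 60% in these data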;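 also: 0% = DMSO treated cells and 100% = gossypol at 36 µM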
Active calls of the source: *; x = no result given. This is a subset (hit frequency here may not be typical).

The opening two records, to show the layout:
Results follow in this order: LRH-1 inv ag	NCOA3 inh	Shn3 3UTR inh	NCOA1 inh	EBV LMP1 NFkB	TWEAK-Fn14 inh	TROY NFkB inh	TRAIL sens C8	NR2F2 inh	KKLEB cytotox	CF NFkB inh
- CC1=C(C#N)C2C(/C1=N/O)C2(C)C (stereo unspecified)
  -1	9	-38	-4	2	0	-8	-7	27	2	-5
- CCOc1ccccc1N(CC(=O)NCC1CCCO1)C(=O)CNS(=O)(=O)c1ccccc1 (stereo unspecified)
  16	30	-19	9	6	-7	12	-23	-18	2	-29

The whole of this part, previewed entries included:
Results follow in this order: LRH-1 inv ag	NCOA3 inh	Shn3 3UTR inh	NCOA1 inh	EBV LMP1 NFkB	TWEAK-Fn14 inh	TROY NFkB inh	TRAIL sens C8	NR2F2 inh	KKLEB cytotox	CF NFkB inh
- CC1=C(C#N)C2C(/C1=N/O)C2(C)C (stereo unspecified)
  -1	9	-38	-4	2	0	-8	-7	27	2	-5
- CCOc1ccccc1N(CC(=O)NCC1CCCO1)C(=O)CNS(=O)(=O)c1ccccc1 (stereo unspecified)
  16	30	-19	9	6	-7	12	-23	-18	2	-29
- COc1cccc(NC(=O)CN(C)C(=O)CSCc2nc3scc(-c4cccs4)c3c(=O)[nH]2)c1
  0	7	-10	-18	8	22	20	5	1	-18	8
- CN1CCN(S(=O)(=O)c2cccc(C(=O)N(C)CC(=O)Nc3ccc(F)c(F)c3F)c2)CC1
  -4	13	15	2	8	2	2	0	-9	-5	3
- CC(=O)Nc1ccc(S(=O)(=O)N2CCC(NC(=O)c3ccco3)CC2)cc1
  7	-2	-1	-11	-1	0	-7	-8	4	1	-9
- COc1ccc(NC(=O)CCCc2nc3ccccc3c(=O)[nH]2)cc1Cl
  -12	-21	-18	-6	-10	6	-5	5	-13	-6	-15
- Cc1noc(C)c1NC(=O)N(C)C[C@H]1OCc2cn(nn2)CCCC(=O)N([C@@H](C)CO)C[C@@H]1C
  14	7	-14	-10	-11	-15	-10	4	5	-5	-10
- COC(=O)[C@H](Cc1ccccc1)NC(=O)c1cc(COc2c(F)cccc2F)on1
  -27	-29	-66	-29	-7	-18	-83	4	-36	0	2
- CC(C(=O)c1ccc(Br)cc1)[n+]1cccc(NC(=O)c2ccccc2)c1 (stereo unspecified)
  -16	-7	13	-4	6	4	-8	21	5	13	-3
- Cc1cc(O)cc(=O)n1Cc1ccccc1
  -6	14	14	2	-3	-11	-5	-14	0	4	-3
- COC(=O)c1sc(SC)c(S(=O)(=O)C(C)C)c1N/N=C(\C#N)S(=O)(=O)c1ccccn1
  8	-4	12	11	12	10	-9	-11	4	-2	9
- COc1cccc(CNC(=O)c2cc(S(=O)(=O)N3CCCCC3)c[nH]2)c1
  -15	1	16	4	-3	-6	7	-14	9	8	-1
- Cc1ccc(NC(=S)NC2CCSc3ccccc32)cc1C (stereo unspecified)
  7	19	13	2	0	-3	6	-24	-1	-8	28
- O=C(O)CNC(=O)CC1S/C(=N/N=C/c2ccccc2O)NC1=O (stereo unspecified)
  11	-2	-29	-10	1	-3	7	-2	4	10	-18
- Cc1ccccc1-c1cccc([C@@H]2C[C@H]3[C@H](CON3C)CN2Cc2ccccc2)c1
  0	-4	-7	2	38	-1	-7	11	4	-13	20
- COc1ccc(C)cc1-n1nnnc1SC(C)C(=O)NC1CCCC1 (stereo unspecified)
  10	29	6	-8	-5	-9	17	-9	2	5	-12
- COc1ccc(C/C(C)=N/NC(=S)Nc2ccccc2F)cc1
  -51	18	-74	5	-8	71*	79*	16	-5	-1	-14
- Cc1ccc(S(=O)(=O)/C(C#N)=C/c2c(N3CCC(C(N)=O)CC3)nc3ccccn3c2=O)cc1
  20	-4	-1	-15	9	2	-5	5	7	-3	5
- COc1ccc(CN(C)C2c3ccccc3-c3ccccc32)cc1
  21	10	16	15	0	6	-14	-9	-14	-17	8
- O=C(CN1C(=O)NC2(CCCC2)C1=O)NNC(=O)c1ccc(Br)cc1
  12	-30	6	4	-4	12	17	0	6	0	-2

Results follow in this order: LRH-1 inv ag	NCOA3 inh	Shn3 3UTR inh	NCOA1 inh	EBV LMP1 NFkB	TWEAK-Fn14 inh	TROY NFkB inh	TRAIL sens C8	NR2F2 inh	KKLEB cytotox	CF NFkB inh
- Fc1ccccc1N1CCN(Cc2cnc(Cl)s2)CC1
  3	12	1	-13	-1	-9	13	1	19	-4	6
- Cc1ccc(S(=O)(=O)Nc2nc3ccccc3nc2NCc2ccco2)cc1C
  18	5	-2	1	3	25	9	-1	11	-6	0
- Cc1ccc(CNC(=O)CSc2c3c(nc4cc(Cl)ccc24)CCCC3)o1
  -32	10	-9	-19	3	-1	-6	-14	7	6	-5
- CC1(C)CC(=O)C=C(C(=O)NC2CCCc3c2cnn3-c2cc(F)cc(F)c2)O1 (stereo unspecified)
  4	-3	2	-21	-11	-1	-26	6	14	1	12
- CC(C)[C@H](NC(=O)c1ccc(Cl)c([N+](=O)[O-])c1)C(=O)NCc1ccc(F)cc1
  6	20	2	12	-3	-18	-2	2	-17	0	-1
- C[C@H](CO)N1C[C@H](C)[C@@H](CN(C)C(=O)Nc2ccc3c(c2)OCO3)Oc2c(NS(=O)(=O)c3ccc(F)cc3)cccc2C1=O
  -12	-2	-3	-13	-12	-1	-27	-27	0	-9	-10
- CC(C)C1CC(C(F)(F)F)n2nc(C(=O)O)cc2N1 (stereo unspecified)
  7	13	-19	-16	-4	1	-11	-6	-12	6	4
- O=C(COC(=O)C1CCCCC1)NCCc1ccccc1
  53	21	17	3	-3	-4	-17	-6	13	8	-19
- CCOC(=O)C1CCCN(C2CC(=O)N(c3cccc(C(F)(F)F)c3)C2=O)C1 (stereo unspecified)
  -8	8	-9	-1	-6	4	-18	9	13	-5	0
- Cc1ccc(NCC(=O)Nc2c(C)n(C)n(-c3ccccc3)c2=O)cc1S(=O)(=O)N(C)C
  9	13	-5	-4	0	15	2	6	-16	-2	3
- Cc1onc(-c2ccccc2Cl)c1C(=O)Nc1ccc(Cl)cn1
  3	4	12	-29	-4	2	-27	16	3	7	-20
- CC(=O)Nc1ccc(CN2C(=O)C(CCc3ccccc3)ON=C2c2cnccn2)cc1 (stereo unspecified)
  -29	-26	-19	-63	x	0	-42	7	-3	-1	-18
- Cc1nn(-c2ccccc2)c(Cl)c1C(=O)NCCCCNC(=O)c1c(C)nn(-c2ccccc2)c1Cl
  18	12	-32	-1	61*	7	10	0	0	2	7
- CC(C)OCCCNC1=C(Cl)C(=O)c2ccccc2C1=O
  -15	-12	x	-3	x	-12	-21	0	-29	-24	7
- CCCc1nnc(NC(=O)CCC(=O)NC2CC2)s1
  1	-9	4	5	-3	-1	-12	1	9	10	-11
- CCn1c(=O)n(CC)c2cc(S(=O)(=O)N3CCCCC3)c(C)cc21
  9	1	9	-10	5	-1	-36	0	-19	2	-29
- O=C(Cn1cc(C(F)(F)F)ccc1=O)Nc1ccc2c(c1)OCCO2
  8	-17	17	-15	3	-5	-10	10	1	2	-9
- O=C(COC(=O)c1ccc(O)cc1)Nc1cccc(S(=O)(=O)NC2=NCCC2)c1
  10	17	-20	-3	-1	12	-7	1	9	4	-16
- CC(C)(C)c1nc(NC(=O)Nc2ccccc2)sc1Br
  -69	-34	0	-34	-23	61*	23	15	-25	-49	69*
- COc1cccc(-c2ccc(NC(=O)C3CCCN(CCCn4cccn4)C3)cc2)c1 (stereo unspecified)
  6	-5	-6	4	3	1	-20	14	-1	-9	-11

No new results follow: 2 of the compounds above.
Results follow in this order: LRH-1 inv ag	NCOA3 inh	Shn3 3UTR inh	NCOA1 inh	EBV LMP1 NFkB	TWEAK-Fn14 inh	TROY NFkB inh	TRAIL sens C8	NR2F2 inh	KKLEB cytotox	CF NFkB inh
- CC(C)OCCCNC1=C(Cl)C(=O)c2ccccc2C1=O
  -15	-12	x	-3	x	-12	-21	0	-29	-24	7
- CCCc1nnc(NC(=O)CCC(=O)NC2CC2)s1
  1	-9	4	5	-3	-1	-12	1	9	10	-11

(further entries)
Results follow in this order: LRH-1 inv ag	NCOA3 inh	Shn3 3UTR inh	NCOA1 inh	EBV LMP1 NFkB	TWEAK-Fn14 inh	TROY NFkB inh	TRAIL sens C8	NR2F2 inh	KKLEB cytotox	CF NFkB inh
- O=c1[nH]c2c(c(=O)n1Cc1ccccc1)CCC2
  -14	6	-9	-17	-5	11	0	-8	8	-3	-2
- CC1CCCCN1C(=S)NC(=O)c1ccco1 (stereo unspecified)
  -1	-10	5	-22	-3	6	15	-7	-1	0	-4
- COCC(C)n1c(C)cc(C(=O)COC(=O)c2oc3ccccc3c2C)c1C (stereo unspecified)
  0	-3	6	-4	10	-6	7	-12	0	8	0
- CN(C)S(=O)(=O)c1ccc(Cl)c(NC(=O)COC(=O)CCC(=O)c2cccs2)c1
  4	15	-5	4	-2	-18	0	-2	20	6	-4
- O=c1c2c(-c3cccs3)csc2ncn1-n1cccc1
  14	4	3	2	-8	-10	-24	-12	3	-9	15
- CC12CCC(C(=O)Nc3ccccc3)(C/C1=N\O)C2(C)C (stereo unspecified)
  0	13	2	6	7	-4	-6	-5	1	3	-3
- O=c1c2oc3ccccc3c2ncn1Cc1cccc(Cl)c1
  18	2	-25	7	-12	-24	-43	14	-1	-4	-6
- COc1cc(/C=N/Nc2ccc(F)cc2F)cc(OC)c1O
  -11	15	2	-1	-14	-37	-13	-5	4	-2	-4
- Cc1cc(C(F)(F)F)nn1-c1nc(-c2ccco2)cc(C(F)(F)F)n1
  -10	-4	-13	16	1	-15	-5	6	-14	8	-17

Of the compounds above, these have a COOH group.
Results follow in this order: LRH-1 inv ag	NCOA3 inh	Shn3 3UTR inh	NCOA1 inh	EBV LMP1 NFkB	TWEAK-Fn14 inh	TROY NFkB inh	TRAIL sens C8	NR2F2 inh	KKLEB cytotox	CF NFkB inh
- O=C(O)CNC(=O)CC1S/C(=N/N=C/c2ccccc2O)NC1=O (stereo unspecified)
  11	-2	-29	-10	1	-3	7	-2	4	10	-18
- CC(C)C1CC(C(F)(F)F)n2nc(C(=O)O)cc2N1 (stereo unspecified)
  7	13	-19	-16	-4	1	-11	-6	-12	6	4
